MEKK2mut PB1 HTS – signal of MEK5 binding to mutant human MEKK2 PB1 domain. bead flow cytometry, Alexa488-MEK5 binding to MEKK2 mutant. percent response, % at 10 µM. 290,000 tested, 0.35% active. AID 1530; in the data active = percent response above about 24%, passing the limit was not always enough; also: inactives centre near 1; some results filed as inactive read as strong as hits
DNA FID counter – fluorescent intercalator displacement, NS3 helicase counter-screen; 290,000 tested, 0.17% active; DNA fluorescent intercalator displacement, fluorescence; inhibition, % at 7.9 µM; in the data active = inhibition above about 37%;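 also: 0% = vehicle and 100% = reference compound; higher means more ethidium bromide displaced from hairpin DNA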
M18AAP inhibitor – blocks P. falciparum M18 aspartyl aminopeptidase; recombinant PfM18AAP, H-Glu-NHMec fluorogenic cleavage; inhibition, % at 7.35 µM; 290,000 tested, 1.2% active;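 active = inhibition above the campaign mean inhibition over all tested compounds plus 3 SD, cut at about 28% in these data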;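 also: 0% = plate median of test compound wells and 100% = 2 mM ZnCl2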
IMP-1 inhibitor – blocks Pseudomonas aeruginosa IMP-1 metallo-beta-lactamase; purified IMP-1, nitrocefin hydrolysis, epi-absorbance fluorescence; inhibition, % at 5.6 µM; 290,000 tested, 0.45% active;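 active = inhibition above the mean plus 3 SD of all compounds in the same screening run, cut at about 4.5% in these data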;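 also: 0% = IMP-1 with DMSO and 100% = DMSO wells lacking enzyme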
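System: Purified IMP-1 | Read-out basis: Percent enzyme inhibition | Controls: IMP-1 with DMSO as 0%, enzyme-free DMSO as 100% | Replicates: One well per compound | Doses: 5.6 µM nominal single concentration | Detection: Epi-absorbance fluorescence, 480 nm excitation, 530 nm emission | Incubation: 25 °C, 15 min preincubation, 25 min reaction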
VIM-2 inhibitor – blocks Pseudomonas aeruginosa VIM-2 metallo-beta-lactamase; purified VIM-2, nitrocefin hydrolysis, epi-absorbance fluorescence; AID 1527; inhibition, % at 5.6 µM; 290,000 tested, 0.89% active;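 active = inhibition above the mean of all tested compounds plus 3 SD, cutoff set per screening run, cut at about 7.5% in these data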;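 also: red hydrolysis product quenches plate fluorescence so inhibitors raise well fluorescence; 0% = enzyme with DMSO and 100% = DMSO without enzyme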
NS3 helicase inh – HCV NS3 helicase inhibition | NS3 helicase DNA unwinding, Cy5 molecular beacon fluorescence | inhibition, % at 10.9 µM | 290,000 tested, 0.56% active | AID 1800;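 active = inhibition above the mean of all tested compounds plus 3 SD, set per campaign, cut at about 35% in these data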;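 also: 0% = DMSO wells and 100% = thioflavine S control wells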
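System: Hepatitis C virus NS3 helicase domain fragment enzyme | Reagent: Annealed dual-labelled DNA beacon duplex, ATP-started | Compound dosing: 10.9 µM single point, 0.8% DMSO | Incubation: 1 h reaction at 25 °C, ATP-initiated | Technique: Cy5 fluorescence | Evaluation: Percent inhibition from t60/t0 fluorescence ratio | Benchmarks: Low DMSO, high thioflavine S at 110 µM | Replication: Singlicate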
SUMO HTRF inh – blocks human SUMOylation mediated by UBC9; P63279; HTRF SUMOylation assay, SAE1/SAE2 + UBC9, in vitro; inhibition, % at 35 µM; 290,000 tested, 0.36% active; AID 2006; in the data active = inhibition above about 50%, passing the limit was not always enough; also: strong numbers were not always called active
Target sequence (P63279 whole entry, looked up): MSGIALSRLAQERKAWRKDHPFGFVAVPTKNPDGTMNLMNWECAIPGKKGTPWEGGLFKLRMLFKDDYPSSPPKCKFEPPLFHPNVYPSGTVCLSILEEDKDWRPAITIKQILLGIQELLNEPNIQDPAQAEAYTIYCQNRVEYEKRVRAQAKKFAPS
MEKK2wt PB1 HTS – raises or lowers MEK5 binding to wildtype human MEKK2 PB1 domain; Q9Y2U5; binding response (% of control), % at 10 µM; bead flow cytometry, Alexa488-MEK5 binding to MEKK2 WT; actives lie on both sides; AID 1531; 290,000 tested, 1.1% active; in the data active = binding response below about 67% or above about 130%
NALP1 yeast inh – blocks the NALP1 inflammasome reconstituted in yeast | S. cerevisiae NALP1/ASC/caspase-1 growth, X-gal OD620, 72 h | inhibition, % at 10 µM | 280,000 tested, 0.61% active | AID 2071; in the data active = inhibition mostly above about 24%, no sharp cut-off; inactive = mostly below about 32%; also: some compounds called inactive have numbers as strong as hits
* hit, by the source's call; / = no result given. Random draw from the library. About 4.7% of those tested had a hit in this group.

SMILES	MEKK2mut PB1 HTS	DNA FID counter	M18AAP inhibitor	IMP-1 inhibitor	VIM-2 inhibitor	NS3 helicase inh	SUMO HTRF inh	MEKK2wt PB1 HTS	NALP1 yeast inh
COCCn1cnc2c1c(=O)n(CC(=O)Nc1cc(C)on1)c(=O)n2Cc1ccccc1	-6	-10	2	-0.5	0.6	4	22	96	-2
CC(=C\C(=O)O)/C(=C/c1ccc(C)o1)C(=O)O	-1	-5	-32	-1.2	-1.7	18	10	101	35
N#CCCN1CCN(S(=O)(=O)c2ccc(S(=O)(=O)N3CCCC3)cc2)CC1	-1	-4	2	0.1	0.6	-1	-1	98	25
CCC(=O)Nc1ccc(NC(=O)CSc2nnnn2-c2ccc(OC)cc2)cc1	-1	-16	-5	0.2	-1.7	-6	-4	100	23
CCOC(=O)CSc1nc2c(c(=O)[nH]c(=O)n2C)n1CCc1ccccc1	3	-3	-6	-3.4	-0.8	0	14	96	4
Cc1c(C(=O)N(C)C)c2ccc(Cl)cc2n1O	0	-3	10	-3.8	-4.0	2	-8	97	19
COCC(=O)Nc1cc([N+](=O)[O-])ccc1OC	3	-2	1	-0.1	-3.6	0	2	104	22
CC(C)NCCCOc1ccc(Cl)cc1Br	1	19	12	-3.3	-3.1	-8	11	102	20
C=CCn1c(SC2CCOC2=O)nc2sc(CC)cc2c1=O (centres undefined)	6	-11	-4	-2.5	-2.2	8	19	108	-6
CCCSc1nc(SCC(=O)NCc2ccccc2)c2c3c(sc2n1)COC(C)(C)C3	0	-13	5	1.2	-1.1	20	-23	94	3
CC(C)OC(=O)C1C(=O)CC(C)(O)C(C(=O)OC(C)C)C1c1ccc(F)cc1 (centres undefined)	-5	-21	-3	-0.5	0.0	1	5	91	1
Cc1ccc(C(=O)C2=C(O)C(=O)N(Cc3cccnc3)C2c2ccc(Cl)c(Cl)c2)o1 (centres undefined)	9	-70	11	-2.6	-0.8	35	14	111	3
N#CC1=C(N)N(c2ccc(Cl)c(Cl)c2)C(=O)C1	-1	-10	3	-3.5	-5.2	5	4	95	3
CN(CC(=O)Nc1cccc2ccccc12)C(=O)/C=C/c1cccs1	0	-13	3	-4.0	-1.1	-1	11	108	3
COC(=O)c1cccc(C(=O)N2CCCC(C(=O)c3cc(F)ccc3F)C2)c1 (centres undefined)	-8	-15	-5	-3.7	-4.8	-1	-3	106	2
CC(Oc1ccc(Cl)cc1)C(=O)NCCCn1ccnc1 (centres undefined)	-3	0	-7	-3.6	-2.8	-2	-2	95	7
CC(C)CC(COCc1cccc(Cl)c1)N1CCN(C(=O)c2ccc(C(F)(F)F)cc2)CCC1=O (centres undefined)	2	-38	-8	-2.6	-2.3	-20	-16	98	16
CN1CCN(c2ncnc3c2[nH]c2ccc(F)cc23)CC1	8	25	2	0.7	0.7	6	-2	106	22
COc1ccc(Cl)cc1NS(=O)(=O)c1ccc2c(c1)NC(=O)CCS2	-8	-24	-10	0.5	3.0	9	-8	87	19
CC(C)CCN(Cc1ccco1)S(=O)(=O)c1csc(C(N)=O)c1	-8	-10	2	0.0	-1.8	12	-8	95	18
Cc1ccc2c(c1)C1(C)C(C(C)(C)N2C=O)C1(Cl)Cl (centres undefined)	-1	-11	10	-2.0	-2.1	14	1	100	3
Cn1cccc1/C=N/NC(=O)c1cc2ccccc2cc1O	-5	-13	12	-1.9	-2.8	21	-3	98	15
COC(=O)c1cc(C(=O)N2CCN(c3ccccc3OC)CC2)cc([N+](=O)[O-])c1	-13	-7	1	-4.3	-1.8	-6	14	88	-5
CC(C)c1cc(C(=O)NNC(=S)NC2CCCCC2)cs1	4	-29	10	-3.2	-2.2	4	-28	99	-3
CC(=O)Oc1ccccc1C(=O)N1CCN(S(=O)(=O)c2ccc3ccccc3c2)CC1	6	-37	5	-1.4	-0.1	3	2	107	-22
O=C(Nc1cc(Cl)ccc1O)C1CC(c2c(F)cccc2Cl)=NO1 (centres undefined)	6	-5	-10	-1.4	0.2	3	-14	104	5
CC(C)C(=O)Nc1nnc(SCC(=O)NCc2ccco2)s1	0	-6	10	1.1	5.2	-13	11	106	18
Cc1cccc(C)c1NC(=O)N1C(C(=O)O)CSC1C(=O)O (centres undefined)	0	-2	6	-0.7	0.6	11	4	98	37
COc1ccc(CNC(c2ccccc2)c2ccc(Cl)cc2)cc1 (centres undefined)	0	0	0	-2.4	-0.7	-14	-16	108	24
COc1ccc(CSc2nnc(-c3ccncc3)n2N)cc1	10	-6	4	-4.1	-3.3	-9	1	102	-1

Retrieved by structure from the entries so far:
SMILES	MEKK2mut PB1 HTS	DNA FID counter	M18AAP inhibitor	IMP-1 inhibitor	VIM-2 inhibitor	NS3 helicase inh	SUMO HTRF inh	MEKK2wt PB1 HTS	NALP1 yeast inh
CC(=O)Oc1ccccc1C(=O)N1CCN(S(=O)(=O)c2ccc3ccccc3c2)CC1	6	-37	5	-1.4	-0.1	3	2	107	-22
CC(C)NCCCOc1ccc(Cl)cc1Br	1	19	12	-3.3	-3.1	-8	11	102	20
Cc1ccc2c(c1)C1(C)C(C(C)(C)N2C=O)C1(Cl)Cl (centres undefined)	-1	-11	10	-2.0	-2.1	14	1	100	3
CC(Oc1ccc(Cl)cc1)C(=O)NCCCn1ccnc1 (centres undefined)	-3	0	-7	-3.6	-2.8	-2	-2	95	7
CN1CCN(c2ncnc3c2[nH]c2ccc(F)cc23)CC1	8	25	2	0.7	0.7	6	-2	106	22
C=CCn1c(SC2CCOC2=O)nc2sc(CC)cc2c1=O (centres undefined)	6	-11	-4	-2.5	-2.2	8	19	108	-6

New compounds follow.
SMILES	MEKK2mut PB1 HTS	DNA FID counter	M18AAP inhibitor	IMP-1 inhibitor	VIM-2 inhibitor	NS3 helicase inh	SUMO HTRF inh	MEKK2wt PB1 HTS	NALP1 yeast inh
COC(=O)C1C(c2ccc(N(C)C)cc2)C(C(=O)OC)S(=O)(=O)CS1(=O)=O (centres undefined)	1	0	8	-2.8	-2.7	-9	30	102	2
CN(C1CCCC1)C1CCN(C(=S)Nc2cc(F)cc(F)c2)CC1	-10	4	1	-3.6	-2.5	17	12	91	20
O=C(c1ccc(OC2CCN(CCc3ccccc3)CC2)cc1)N1CCC(CO)CC1	2	8	6	-6.0	-2.1	1	2	103	-5
O=C(/C=C/Nc1ccccc1C(F)(F)F)c1ccco1	-8	2	3	-2.9	0.7	4	10	95	21
O=C(/C(=N\Nc1ccccc1)Sc1nnnn1-c1ccccc1)c1ccccc1	-1	-7	1	-3.7	-0.6	3	-17	106	/
COCCOc1cc(N2C(=O)CSCC2=O)c(Cl)cc1Cl	0	-14	11	0.0	1.7	2	-17	98	-8
CCN(CCCNC(=O)c1c(C)cc(=O)oc1C)c1cccc(C)c1	1	-13	4	0.4	-1.5	5	-14	100	35
COc1ccccc1-n1c(=O)c2c3c(sc2n2c(SC(C)C)nnc12)CCC3	8	-5	-9	-1.8	0.7	5	-21	103	-3
COc1cc(/C=N/NC(=O)c2ccc(COc3ccccc3Cl)o2)cc(Br)c1O	0	-20	8	-2.6	-1.4	-2	8	99	22
CCOc1ccc(CNC(=O)c2cccc(NC(=O)C3=C(C)OCCS3)c2)cc1	2	-39	-6	-1.0	-7.5	10	-1	99	-6
O=C(NCCc1nnc2ccc(NCCCN3CCOCC3)nn12)c1ccccc1	3	-1	-6	-1.4	-2.1	10	12	105	8
CC(=O)Nc1ccc(S(=O)(=O)N2CCCC(C(=O)O)C2)cc1 (centres undefined)	0	1	-15	-1.7	-2.3	-4	-2	111	15
CC1C/C(=N/NC(=O)c2cccc(F)c2)c2ccc(O)cc2C1 (centres undefined)	-6	0	9	-2.9	-1.5	-4	10	93	43
COc1ccc(S(=O)(=O)N2CCN(CC(O)COc3ccc(C#N)cc3)CC2)cc1OC (centres undefined)	5	-21	-7	-1.6	-0.5	-10	7	109	2
O=C(CN1C(=O)NC(CCc2ccccc2)C1=O)NC1CC1 (centres undefined)	-4	-3	12	-3.5	4.2	-7	-6	96	1
O=C(C[n+]1cccc(/C=N/O)c1)N1CCCCCC1	-3	-8	3	-2.0	-1.6	3	6	103	5
CNCCCC1c2ccccc2C=Cc2ccccc21	10	14	-2	-3.3	-2.3	-22	-10	107	25
C/C(=N/NC(=O)C1CC1(c1ccccc1)c1ccccc1)c1ccco1 (centres undefined)	16	-14	6	-1.0	-4.0	-4	-7	106	22
CCCOP(=O)(c1ccccc1)c1ccccc1	0	-8	-3	1.6	-0.2	-5	-9	106	14
Cc1cc(NC(=O)C(Cl)c2ccccc2)no1 (centres undefined)	3	-2	1	-0.9	0.8	1	4	104	15
Cc1ccccc1C(=O)NNC(=O)CN1C(=O)c2ccccc2C1=O	1	-2	1	-4.0	0.4	-3	-1	105	22
COc1cc(CC(NC(C)=O)C(=O)NC2CCN(C(=O)c3ccc(C)cc3)CC2)cc(OC)c1 (centres undefined)	-1	-34	-5	-1.5	-1.8	-1	-4	105	11
CCc1nnc(NC(=O)CCC(=O)Nc2ccc(Cl)cc2)s1	13	-7	7	-1.4	-0.8	6	17	108	6
O=S(=O)(Nc1ccccc1)c1ccc(Oc2ncc(C(F)(F)F)cc2Cl)cc1	0	-18	-5	-1.5	0.4	-6	-15	96	34
CCCn1nnc(NC(=O)c2ccco2)n1	6	-1	-4	-5.0	0.9	-3	5	107	8
Nc1c(C(=O)Nc2ccccc2)c2nc3ccccc3nc2n1-c1ccc(O)cc1	-8	-2	4	-3.1	-2.8	3	27	103	14
Cc1ccc2c(c1)sc1ncc(NC(=O)c3ccc(F)cc3)c(=O)n12	2	-1	-1	-3.6	-3.9	-1	12	104	-4
Cc1cc(C)n(CCSCC(=O)O)n1	2	-1	6	-1.5	1.3	-1	7	100	-4
COc1ccc(-c2[nH]ncc2CNCC(C)(C)N2CCOCC2)cc1F	-7	3	-1	-1.2	0.1	0	5	102	-8
CC(C)(C)c1ccc(S(=O)(=O)N2CCSC2)cc1	-4	-14	0	-1.0	-1.7	-6	2	92	13
CCN(CC)S(=O)(=O)c1cc(C(=O)N=c2sccn2C)ccc1OC	7	-19	7	-2.0	-5.1	1	16	103	-6
COc1ccc(OC)c(NC(=O)c2nc(S(=O)(=O)Cc3ccccc3)ncc2Cl)c1	2	-28	-74	-3.6	-1.8	-9	8	105	-8
COc1ccc(C(=O)NC(=S)NNC(=O)c2ccc(NC(=O)C(C)C)cc2)cc1	3	-17	7	-3.4	-5.0	3	-56	106	-1
CC(=O)c1ccc(OCC(=O)NC(=O)NC2CCCCC2)cc1	5	-25	-8	-2.5	-1.5	-2	13	102	15
O=C(NCc1nnc(SCc2ccccc2)n1-c1ccc(F)cc1)C12CC3CC(CC(C3)C1)C2	20	-34	0	-2.8	0.5	-20	-6	105	22
CCC(NC(=O)Nc1ccc(O)cc1)(C(F)(F)F)C(F)(F)F	0	-17	39*	0.8	3.8	27	50	98	-4
